HSF-1 act – HSF-1 activators, primary screen, NIH3T3-HGL cells, MG132 stress, luminescence, single point; NIH3T3-HGL HSF-1 luciferase reporter, 8 h; 100% = twice DMSO control signal; 300,000 tested, 1.7% active; activation, % at 9 µM; AID 504408, 2011;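 active = mean replicate activation of at least 50% with a set share of replicates each reaching 50%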;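 note: 0% = median of the neutral control wells and 100% = twice that signal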
AI-2 QS mod – Vibrio harveyi AI-2 quorum sensing modulators, primary screen, JMH597 strain, luminescence/OD600 ratio; Vibrio harveyi JMH597 AI-2 luminescence/OD600 ratio, 9 h; active compounds read low; strain lacks LuxN and CqsS sensors; 0 = neutral-control median; activity change, % at 7.5 µM; 300,000 tested, 0.4% active; in the data active = activity change below about -75%, passing the limit was not always enough;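 note: luminescence divided by OD600 gain over 9 h not by final OD600 alone; inactives centre near 13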
HIF activator – HIF pathway transcriptional activators, primary screen, cell-based, U2OS HRE-luciferase, luminescence. U2OS HRE-luciferase reporter; normalized: DMSO 0%, desferrioxamine 100%. activation, % at 7.5 µM (by protocol). 300,000 tested, 0.32% active. AID 1910, 2009;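 active = mean activation of at least 10% of the iron chelator positive control signal, with at least half of replicates also reaching 10%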
HSP90 inh – HSP90 inhibitors, primary screen, cell lysate, luminescence | Heat shock protein HSP 90 (rabbit reticulocyte lysate; luciferase refolding) | Rabbit reticulocyte lysate, luciferase refolding luminescence, 3 h | inhibition, % at 5.6 µM | 290,000 tested, 0.91% active;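 active = inhibition above the screen-wide mean plus 3 SD, computed separately per campaign, cut at about 16% in these data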;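 note: 0% = DMSO wells and 100% = 60 µM geldanamycin wells; inhibitors lower the luminescence because luciferase stays unfolded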
Platelet DG rel – inhibitors of platelet dense granule secretion, primary screen, cell-based, MLPCN, human platelets; human platelet-rich plasma, SFLLRN dense granule ATP release, luminescence; inhibition, %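 (compounds screened at 7.5 µM in platelet-rich plasma)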; AID 1663, 2009; 300,000 tested, 0.22% active;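 active = mean replicate score, as percent of positive control, at or above 50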
aSyn UTR inh – MLPCN primary screen, SNCA 5' untranslated region; alpha-synuclein 5'UTR reporter, inhibitor activity; inhibition, % (tested at 7.5 µM); 300,000 tested, 0.82% active; in the data active = inhibition above about 60%;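 note: H4 neuroglioblastoma cells stably carrying SNCA 5'UTR luciferase fusion; 0% = DMSO wells and 100% = positive control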
HSF1 inhib – HSF1 inhibitors in luciferase reporter cells, primary screen, cell-based, NIH3T3, luminescence; 300,000 tested, 0.77% active; NIH3T3-HGL HSE-luciferase, MG132-induced, luminescence 8 h; active compounds read low; AID 2098, 2009; activity change, negative = inhibition, % at 7.5 µM (by protocol);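 active = more than half of replicate wells show activity change below -50%, luminescence cut by over half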;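 note: luciferase reports HSF-1 transcriptional activity via heat shock element; 0% = median of DMSO wells and -100% = zero luminescence signal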
SKKanGAS inh – S. pyogenes SKKanGAS growth inhibitors in kanamycin, primary screen, streptokinase expression inhibitor project, SKKanGAS strain, BacTiter-Glo luminescence; 6 h; inhibition, % at 7.5 µM; 300,000 tested, 1.3% active; AID 1662, 2009;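 active = mean replicate score, as percent of positive control median, at least 50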;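 note: strain carries kanamycin resistance gene driven by streptokinase promoter and grows in 40 µg/ml kanamycin; loss of luminescence reflects streptokinase promoter inhibition or plain growth inhibition; 0% = median of DMSO wells and 100% = positive control at its reference dose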
KLF5 inh – KLF5 expression inhibitors, primary screen, DLD-1 cells, luminescence. DLD-1 KLF5 promoter-luciferase reporter. inhibition, % at 5 µM. 290,000 tested, 0.23% active;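 active = inhibition above a per-plate limit of that plate's mean compound inhibition plus 3 SD, cut at about 60% in these data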;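 note: 0% = DMSO wells and 100% = LY294002 at 200 µM; higher means less KLF5 promoter-driven luciferase light; inactives centre near -14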
IEC-6 tox – cytotoxicity in IEC-6 intestinal epithelial cells, primary screen, cytotoxicity control for KLF5 inhibitor project, cell-based, luminescence; IEC-6 cytotoxicity, luminescence viability; inhibition, % at 5 µM; 290,000 tested, 0.78% active; AID 1825, 2009; in the data active = inhibition above about 22%;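 note: 0% = plate median of test compound wells and 100% = cytotoxic reference compound wells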
Active calls of the source: *; . = no result given. Compounds were not picked by outcome; 6% or so of the library scored in one or more.

compound,aSyn UTR inh,Platelet DG rel,HSF-1 act,KLF5 inh,IEC-6 tox,SKKanGAS inh,AI-2 QS mod,HSP90 inh,HSF1 inhib,HIF activator
Cc1cc(-c2onc(C)c2C(=O)O)no1,6,-2,0,18,3,3,25,3,-4,0.0
COc1ccc(Cl)cc1NC(=S)N(Cc1ccc(C(=O)O)cc1)Cc1ccc(OC)c(OC)c1,7,3,4,7,0,3,54,1,5,-1.2
CCOC(=O)N1CCC(NC(=O)C2CCCN(S(=O)(=O)c3cccc4nsnc34)C2)CC1 (stereo unspecified),12,0,3,-5,2,19,1,2,-1,-42
CC(C)OC(=O)NC(Nc1ccccc1C(=O)O)(C(F)(F)F)C(F)(F)F,-9,-1,-5,-13,1,5,2,5,-5,0.2
COc1ccc(C(=O)/C=C/Nc2ccc(C)cn2)cc1OC,-140,-1,44,-91,3,2,4,-2,26,2.3
CC(=O)Oc1c(Cl)cc(Cl)cc1/C=C/c1ccc2ccccc2n1,-205,-5,161*,-39,-2,-14,22,-3,119,1.5
Cc1ccc(C(=O)N/N=C2\CCSC2)cc1[N+](=O)[O-],-34,-11,-6,-8,1,4,14,1,-8,-0.4
O=c1c2ccccc2ncn1-c1cccc(Br)c1,3,1,-4,-15,9,-3,9,3,0,-0.4
COc1ccccc1-c1cc(C(=O)NN)[nH]n1,-35,3,-20,-14,7,1,17,3,-5,-0.7
Cc1cccc(Nc2nc(N3CCOCC3)nc(N3CCOCC3)n2)c1,-6,.,-16,-35,64*,7,30,-3,-9,-0.2
Nc1ccc2c(c1)OC1(CCCCC1)O2,34,0,26,-66,-6,13,-2,1,9,0.1
COC(=O)c1oc2ccc(OC)cc2c1N,-76,6,-5,-69,-6,1,9,-2,-3,0.5
Fc1ccc(CNC(=S)NC2CCCCCC2)cc1,-16,8,19,-13,3,23,-67,-1,5,0.4
COc1ccc(-c2cc(C(=O)N3CCN(C(c4ccccc4)c4ccccc4)CC3)no2)cc1,9,-10,38,-25,2,-1,29,3,9,0.4
O=C(Nc1ccccc1C(=O)N1CCOCC1)c1ccc(F)cc1,-3,-6,-1,2,-4,0,-9,0,-1,-1.0
Cc1cc([N+](=O)[O-])ccc1NC(=O)C(C)N1CCN(c2ccccn2)CC1 (stereo unspecified),36,12,15,-13,-2,-10,13,-2,3,-1.5
COc1ccc(NC(=O)NNC(=O)COc2ccc3cc(Br)ccc3c2)c(OC)c1,7,-9,-8,1,2,-1,4,3,-1,0.0
O=C1CN(C(=O)COC(=O)c2ccccc2NCc2ccco2)c2ccccc2N1,-5,3,-6,0,-1,6,-11,4,1,-0.4
CO/N=C(/CS(=O)Cc1ccccc1Cl)c1ccc(Cl)cc1Cl (stereo unspecified),12,0,30,-25,-1,2,21,1,10,0.3
CCOC(=O)C1C(=O)NC(N2CCOCC2)=NC1c1ccco1 (stereo unspecified),9,9,8,1,-2,-5,17,1,-6,0.1
O=C(COc1ccc(F)c(Cl)c1)N1CCCCCCC1,-3,0,0,-7,-4,3,15,-4,4,-11
CCCC(=O)CN1C(=O)C2(OCCO2)c2ccccc21,-6,-3,8,-16,3,2,23,3,-5,-0.2
Cc1ccc(/C=N/N(C)C2=NS(=O)(=O)c3ccccc32)cc1,27,4,8,-26,3,-8,-7,3,0,-2.3
Cc1cccc([C@@H]2[C@@H]3C(=O)N(Cc4ccccc4)C(=O)[C@@H]3[C@]3(CC(C)C)C(=O)N(c4cccc(Br)c4)C(=O)N23)c1,8,-5,-6,-24,1,0,29,4,6,-5.4
Oc1ccc(/C=N/n2c(C3CCCCC3)n[nH]c2=S)c(O)c1,26,4,-12,-26,-3,6,22,0,8,-0.2
Cc1csc(NC(=O)c2c(O)c3c(n(CC(C)C)c2=O)CCCC3)n1,18,-3,-8,-32,-7,61*,10,-1,-8,-0.1
COc1cc(OC)cc(C(=O)NCc2n[nH]c(=S)n2-c2ccccc2)c1,2,-4,8,-17,-6,-3,20,3,2,0.1
COc1ccc([N+](=O)[O-])cc1N(CC(=O)N1CCCC1)S(C)(=O)=O,1,-3,15,-13,-4,5,7,-3,-5,-0.4
O=C(O)CN(Cc1ccco1)S(=O)(=O)c1ccccc1,6,-2,0,-9,-1,-2,14,-1,-6,-0.2
C=CCN(CC=C)C(=S)Nc1ccc(OC)c(OC)c1,10,-1,17,-26,-1,3,12,-1,0,-0.4

Sorted by SMILES length (rising): some entries from above
compound,aSyn UTR inh,Platelet DG rel,HSF-1 act,KLF5 inh,IEC-6 tox,SKKanGAS inh,AI-2 QS mod,HSP90 inh,HSF1 inhib,HIF activator
Cc1cc(-c2onc(C)c2C(=O)O)no1,6,-2,0,18,3,3,25,3,-4,0.0
O=c1c2ccccc2ncn1-c1cccc(Br)c1,3,1,-4,-15,9,-3,9,3,0,-0.4
COc1cc(OC)cc(C(=O)NCc2n[nH]c(=S)n2-c2ccccc2)c1,2,-4,8,-17,-6,-3,20,3,2,0.1

New compounds follow
compound,aSyn UTR inh,Platelet DG rel,HSF-1 act,KLF5 inh,IEC-6 tox,SKKanGAS inh,AI-2 QS mod,HSP90 inh,HSF1 inhib,HIF activator
C=CCN(C(=O)CN1CCOCC1)c1nc(C)c(-c2ccccc2)s1,3,0,2,-27,-12,-12,8,7,-2,1.3
COc1ccc(Cl)cc1NC(=O)CSc1nnc(COc2ccccc2)n1N,15,1,23,-8,3,-4,-9,-3,10,-2.8
O=c1c2c3c(sc2nc2n1CCCCC2)CCCCC3,-153,-4,36,-113,-4,3,7,-5,14,2.8
O=C(C[n+]1ccccc1)c1ccc(NC(=O)c2ccccc2)cc1,16,-1,-6,-18,-2,-15,5,1,1,-0.4
CCC(C)N1C(=O)CCC1C(=O)N1CCN(c2ccccc2F)CC1 (stereo unspecified),9,-1,-6,-20,5,-3,11,2,-4,0.1
Oc1[nH]c2ccccc2c1N=Nc1ccc(C(F)(F)F)cn1,-46,0,21,-2,1,-8,18,0,17,2.8
CN(Cc1c(F)cccc1Cl)S(=O)(=O)c1cccs1,14,3,3,-2,2,7,24,-2,-3,-1.4
CC(NC(=O)Cn1nnc(-c2ccncc2)n1)c1ccccc1 (stereo unspecified),-3,2,29,-10,-2,2,25,2,-1,0.2
CCCCc1nnc(NC(=O)Cc2ccc(OC)c(S(=O)(=O)N3CCOCC3)c2)s1,-17,-3,4,.,.,-2,9,.,-5,-0.5
CC(C)C[C@H](NC(=O)N1CCCCCC1)C(=O)O,-1,2,-63,14,4,7,21,3,-51*,0.6
Cc1nnc(SCC(=O)Nc2cccnc2Cl)s1,2,-8,-47,.,.,-7,9,.,-28,0.1
CC(C)Cc1ccc(C(C)C(=O)Nc2nccs2)cc1 (stereo unspecified),-26,-16,4,-12,-3,1,17,3,3,-0.6
COc1ccccc1N1CCN(C(=O)C2CCN(C(=O)c3ccccc3Cl)CC2)CC1,-4,-1,-1,-27,2,1,34,-2,1,-0.1
CCOc1nc(Nc2ccc(OC)cc2)nc(N2CCOCC2)n1,21,10,-3,-40,4,3,16,-6,-7,-0.1
Cc1ccc(-n2c(=S)[nH]c3sc4c(c3c2=O)CCc2ccccc2-4)cc1,3,10,1,-25,-2,6,10,0,-9,0.1
CC1(C)C2([N+](=O)[O-])CN3CC1([N+](=O)[O-])CN(C2)C3c1ccccc1 (stereo unspecified),-15,-1,-5,0,2,-13,21,2,1,0.1
COc1ccc(NC(=O)CN(C)S(=O)(=O)c2cccc3cccnc23)cc1,9,1,2,-18,4,-6,19,-2,-1,.
CCOc1ccc(C(=O)NC(=S)Nc2ccccc2N2CCC(C)CC2)cc1[N+](=O)[O-],34,-4,-2,-25,0,2,11,-4,-13,-0.3
Brc1ccc(-c2csc(N3CCC(c4ccccc4)C3)n2)cc1 (stereo unspecified),-86,-4,-4,-47,0,3,9,-1,1,1.9
O=C(CCOc1ccccc1F)N1CCN(c2ccccc2O)CC1,-75,-3,14,-103,0,3,-1,0,9,0.8
Cc1nc2c(c(=O)c3ccccc3n2C)c(=O)n1-c1ccc(F)cc1,-5,12,-11,-29,-5,4,10,-3,0,0.3
CN(C)S(=O)(=O)c1ccc(NC(=O)COC(=O)C2COc3ccccc3O2)cc1 (stereo unspecified),11,0,-10,-4,2,-2,-15,2,1,-0.1
Cc1ccc(NC(=O)C(=O)NCCc2c[nH]c3ccccc23)c(C)c1,14,-9,3,-34,2,-9,-8,-3,0,-0.7
CCOC(=O)N1CCC(NC(=O)Cn2nc(-c3ccccc3)ccc2=O)CC1,10,13,0,-18,2,-3,0,-4,-4,0.1
O=C(NNC1=NCCC1)C1CC1,9,0,6,-10,8,.,31,0,-3,-1.6
O=C(NCCN1CCN(C(=O)c2ccc([N+](=O)[O-])cc2)CC1)C(=O)Nc1ccc(F)cc1,-1,-2,5,-8,-3,2,-1,-1,9,0.2
Brc1cc2c(cc1Cn1c(-c3cncs3)nc3ccccc31)OCO2,30,-1,11,-18,0,6,18,-3,2,0.0
Cc1ccc(NC(=O)C(C)N2C(=O)c3ccccc3C2=O)cc1C (stereo unspecified),-5,9,2,-17,-4,-4,-33,-3,2,-0.2
COc1ccc(C2CC(=O)Nc3cc(C)c(C)cc32)c(OC)c1OC (stereo unspecified),22,7,12,-13,2,2,-2,-5,-2,0.0
CCOc1ccc(N(CC(=O)NCCc2ccccc2)C(=O)c2csnn2)cc1,-28,-6,21,-41,-2,-2,-4,0,0,0.5

Further records follow:
compound,aSyn UTR inh,Platelet DG rel,HSF-1 act,KLF5 inh,IEC-6 tox,SKKanGAS inh,AI-2 QS mod,HSP90 inh,HSF1 inhib,HIF activator
CCC1C(C#N)=C(SCC(N)=O)NC2=C1C(=O)CC(C)(C)C2 (stereo unspecified),17,-4,-7,-23,-3,-6,8,-2,7,-0.5
Cc1ccc(NC(=O)COC(=O)C2CCC2)cc1S(=O)(=O)N1CCCCC1,4,-6,-5,.,.,-15,26,.,-3,-0.2
O=C(Cc1ccccc1)NCc1n[nH]c(=S)n1-c1ccccc1,12,-2,0,-3,3,-2,10,0,-7,-0.1
O=C(/C=C/c1cccc(Br)c1)N1CCN(c2ccccn2)CC1,8,-7,-15,-18,-4,-5,-9,-4,-10,-0.4
COc1cc(OC)cc(C(C)=O)c1,8,-4,-2,-2,6,-9,7,3,-10,0.3
CCOC(=O)c1cc(-c2ccccc2)n(CCC(=O)N2CCN(c3ccccc3OC)CC2)c1C,27,6,2,3,5,10,18,-7,-2,0.2
COC(=O)c1ccc(CN2CCCC(CO)(Cc3ccccc3F)C2)cc1 (stereo unspecified),11,3,4,-76,-4,5,17,-4,-5,0.7
O=S(=O)(c1ccc(S(=O)(=O)N2CCCC3(CCCCC3)C2)cc1)N1CCCCC1,2,-27,-5,-13,1,4,9,3,-6,0.2
Cc1ccc(C(=O)N/C(=C\c2ccccc2F)c2nc(=S)[nH][nH]2)cc1,-47,7,-22,-1,4,-11,15,2,-21,1.7
CC(=O)Nc1sc(N/N=C/c2ccccc2)nc1-c1ccc(C)cc1,-50,-7,14,11,0,4,27,0,4,1.2
